Pol beta inh – blocks human DNA polymerase beta activity | 1.3% of 340,000 active | Potency, µM (titrated, usually from 114 µM), for the others: at the highest dose activity change, negative = inhibition, usual class: inhibitors | Pol beta primer extension/strand displacement, fluorescence kinetic | AID 485314 | P06746; note: potency is the fitted concentration of half-maximal effect; % is set by controls: 0 for no effect and ±100 for the full control effect
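Kinetic readout of DNA synthesis with strand displacement by Pol beta. Compound and 10 nM enzyme sit 15 min at room temperature; 50 nM substrate starts the reaction, read immediately and at 10 min.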
ERG Ets-DNA blk – blocks human ERG Ets domain binding to DNA; fluorescence polarization, His-ERG Ets domain / labelled DNA; Potency, µM (doses to about 76.9 µM), for inactives: at the top dose FP activity, negative = inhibition, hits mostly inhibitors; 0.028% of 370,000 active; active = well fitted inhibition curve with a large enough effect in the polarisation, with a control signal flat; inconclusive = small, poorly fitted or top-dose-only effect, or effect the other way, or a change in a side signal; inactive = no such curve, though single readings can be large or run the other way; the % refers to the polarisation;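 note: polarization taken with two DNA probes labelled with fluorescein and Texas red; potency is the fitted concentration of half-maximal effect; % of control where 0% means no effect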
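His-tagged ERG Ets domain (1 uM in the protein solution; 300mM KCl, 50mM Tris-HCl, 1mM EDTA, 1mM DTT, pH 7.5) received compound, then a probe mix of 5 nM fluorescein-DNA and 100nM Texas-615-DNA. Fluorescence polarization was read for both dyes.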
ALOX12 inh – ALOX12 (human) lipoxygenase inhibition | 1.1% of 580,000 active | purified 12hLO, xylenol orange hydroperoxide absorbance | Potency, µM (series often up to 108 µM), for inactives: at the top dose activity change, negative = inhibition, most hits filed as inhibitors; note: potency is the fitted concentration of half-maximal effect; % is set by controls: 0 for no effect and ±100 for the full control effect
Target sequence (P18054 whole entry, looked up): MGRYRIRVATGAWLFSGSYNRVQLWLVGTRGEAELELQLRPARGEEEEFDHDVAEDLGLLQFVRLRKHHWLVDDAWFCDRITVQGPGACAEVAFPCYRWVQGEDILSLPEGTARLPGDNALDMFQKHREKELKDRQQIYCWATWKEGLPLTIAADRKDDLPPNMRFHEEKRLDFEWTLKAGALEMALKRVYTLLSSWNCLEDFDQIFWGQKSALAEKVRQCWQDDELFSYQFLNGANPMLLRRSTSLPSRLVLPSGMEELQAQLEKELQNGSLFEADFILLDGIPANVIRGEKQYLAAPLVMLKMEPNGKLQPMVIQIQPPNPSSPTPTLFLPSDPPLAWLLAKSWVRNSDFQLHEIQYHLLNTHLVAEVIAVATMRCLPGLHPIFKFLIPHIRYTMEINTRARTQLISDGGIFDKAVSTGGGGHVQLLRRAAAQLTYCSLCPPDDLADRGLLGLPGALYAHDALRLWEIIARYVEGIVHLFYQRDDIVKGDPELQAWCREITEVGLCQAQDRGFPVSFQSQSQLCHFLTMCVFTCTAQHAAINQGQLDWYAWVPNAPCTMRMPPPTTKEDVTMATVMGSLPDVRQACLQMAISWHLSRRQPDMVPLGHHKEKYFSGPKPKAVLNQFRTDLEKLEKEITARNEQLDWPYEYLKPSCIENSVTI
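Hydroperoxide product was detected by ferrous iron/xylenol orange as the 573 to 405 nm absorbance ratio. Arachidonic acid at 40 uM (final) was turned over for 30 min at room temperature by 150 nM human 12hLO, pH 7.0 Hepes buffer, after 15 min compound preincubation.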
TRHR agonist – activates the human TRH receptor | TRHR cells, calcium flux fluo-8, FDSS agonist mode | activation, % at 2 µM | 0.18% of 360,000 active | AID 493084; in the data active = activation above about 30%; note: 0% is about no effect
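Fluo-8-loaded TRHR cells; 10 s baseline, compound added, kinetic Ca2+ fluorescence read 1/s, agonist mode.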
POLI inh – inhibitors of human DNA polymerase iota. Q9UNA4. Pol iota fluorescent replication assay, 10 min. Potency, µM (titrated, usually from 115 µM), inactives show at the top dose activity, negative = inhibition, most hits filed as inhibitors. 1% of 390,000 active; note: potency is the fitted concentration of half-maximal effect
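Pol iota at 10 nM preincubated 15 min with compounds at room temperature; reaction started with fluorescent substrate, 50 nM final. Fluorescence read kinetically at 0 and 10 min; buffer-only wells as negative control.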
Pol kappa inh – DNA polymerase kappa (human) inhibition; Q9UBT6; purified Pol kappa, fluorescent DNA synthesis assay, 10 min; Potency, µM (top dose mostly 107 µM), for inactives: at the top dose activity, negative = inhibition, actives largely listed as inhibitors; 0.53% of 400,000 active; AID 588579; note: potency is the fitted concentration of half-maximal effect; % is set by controls: 0 for no effect and ±100 for the full control effect
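Fluorescent qHTS in 1536-well format: enzyme (10 nM) and compound sat 15 min at room temperature before 50 nM substrate (final) was added. Signal taken at 0 and 10 min; no-enzyme buffer wells were negative controls.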
BLM helicase inh – inhibitors of human Bloom syndrome helicase BLM; P54132; recombinant BLM DNA unwinding, fluorescence dequenching; Potency, µM (highest dose often 56.1 µM), without a hit: top-dose activity change, negative = inhibition, hits mostly inhibitors; 0.2% of 350,000 active; AID 2528;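 note: potency is the fitted concentration of half-maximal effect; plate controls were vehicle for no effect and no enzyme for full effect; nearly all actives have a fitted effect of over 35% in size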
Anesthetic bind – binds horse apoferritin like a general anesthetic | Potency, µM (top dose mostly 77.5 µM), inactives show at the highest dose activity change, negative = displacement, most hits filed as inhibitors | apoferritin/1-aminoanthracene competitive binding, fluorescence | AID 485281 | 0.074% of 350,000 active; note: potency is the fitted concentration of half-maximal effect; % is set by controls: 0 for no effect and ±100 for the full control effect; nearly all actives have a fitted effect of over 20% in size
Target sequence (P02791 2-175 limits assumed): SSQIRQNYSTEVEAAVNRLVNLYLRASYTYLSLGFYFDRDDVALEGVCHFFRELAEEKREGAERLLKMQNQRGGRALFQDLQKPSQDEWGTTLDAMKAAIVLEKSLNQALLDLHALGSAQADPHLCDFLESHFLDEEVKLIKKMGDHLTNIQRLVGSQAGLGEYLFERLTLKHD
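Horse-spleen apoferritin (10 uM) in 50% saturated 1-aminoanthracene in PBS was incubated 10 min at room temperature with compound. Fluorescence (ex 380, em 535 nm) was normalized to free and bound 1-AMA, with concentration-response fitted by a four-parameter Hill equation.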
APEX1 inh – blocks human APE1 abasic DNA cleavage; P27695; recombinant APE1, TAMRA/BHQ-2 abasic DNA cleavage fluorescence; Potency, µM (top dose mostly 65.8 µM), inactives show top-dose activity change, negative = inhibition, most hits filed as inhibitors; 0.35% of 350,000 active; AID 2517;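 note: potency is the fitted concentration of half-maximal effect; plate controls were vehicle for no effect and reference inhibitor for full effect; nearly all actives have a fitted effect of over 55% in size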
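Kinetic fluorescence read (525 ex/598 em nm, three reads 60 s apart) of AP-site incision; signal = third minus first read. Enzyme 0.75 nM, dual-labelled THF duplex 50 nM, compound preincubation 15 min RT.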
Active calls of the source: *; i = inactive; u = inconclusive; x = not tested or not shown; [ ] = another dose, or the depositor's remark. Unless noted, calls come from the whole dose curve; as a rule, active = well fitted curve in the direction sought with a large enough effect; inconclusive = small, poorly fitted or top-dose-only effect, or another doubt; inactive = no such curve, though single readings can be large; an effect the other way counts as inactive or inconclusive. An excerpt; rates above refer to the full screens.

SMILES	Pol beta inh	ERG Ets-DNA blk	ALOX12 inh	TRHR agonist	POLI inh	Pol kappa inh	BLM helicase inh	Anesthetic bind	APEX1 inh
CCSc1nnc(NC(=O)CSc2sc3c(O)cc(=O)[nH]c3c2C#N)s1	35.5µM*	16.1%	u	0.4	3.55µM*	20µM*	-22.5%	-4.8%	5.8%[12.4 µM]
CC1CN(Cc2ccc(Cl)cc2Cl)CC(C)O1 (stereo not drawn)	-18.8%	2.9%	0.631µM*	0.1	7.5%	-11.2%	-1.1%	-12.0%	-9.5%
COc1ccc(NC(=O)N2CCC3(CC2)CCN(C(=O)c2ccncc2)CC3)cc1	x	x	1.8%[57.4 µM]	x	x	-13.3%[60.1 µM]	-0.5%	x	3.0%
CC(C)Nc1nc(Cl)nc(NNC(=O)C(C)Oc2ccccc2)n1 (stereo not drawn)	11.4%	0.3%	0.0%	-0.3	75.0%[activator]	-4.8%	-0.5%	-13.2%	1.9%
O=C(NN1CCOCC1)c1cnn2c(C(F)F)cc(-c3ccccc3)nc12	3.0%	0.8%	-7.9%	-0.4	33.2%[activator]	8.4%	-1.1%	-6.0%	-5.3%
CCC1(CC)Nc2ccccc2C(=O)N1c1ccc(NC(C)=O)cc1	5.6%	-7.7%	2.2%	0.4	3.2%	-3.3%	-2.7%	137.8%[activator]	1.8%
Cc1ccc(NC(=O)c2cc(C)on2)cc1	18.0%	-8.2%	-7.2%	0.4	-1.8%	-5.5%	3.6%	-20.7%	10.6%
CCCCn1c(SCC(=O)Nc2ccc(F)cc2)nc2c(sc3ccccc32)c1=O	-2.6%	2.2%	-5.7%	-0.1	2.3%	3.6%[60.1 µM]	-3.6%	-8.4%	x
CCS(=O)(=O)NCC(c1cccnc1)N1CCN(c2ccc(F)cc2)CC1 (stereo not drawn)	48.3%	-3.4%	i	0.8	3.3%	3.9%	1.0%	-5.6%	17.9%
S=c1[nH]ncn2c1cc1oc3ccccc3c12	-1.7%	2.6%	-6.5%	8.1	163.8%[activator]	-1.9%	-2.9%	-7.8%	-3.0%
CC(=O)Nc1ccc(NC(=O)C(C)OC(=O)c2oc3ccccc3c2C)cc1 (stereo not drawn)	x	-0.4%	-18.7%	-1.3	4.1%	10.9%	x	x	41.0%
O=C(Nc1ccc2[nH]c(=O)[nH]c2c1)c1ccc([N+](=O)[O-])o1	x	4.7%	-9.8%	0.3	u	-13.2%	x	x	-25.1%
Cc1cc(C(=O)N2CCOCC2)n(-c2ccccc2)n1	4.2%	-0.7%	0.3%[57.4 µM]	0.2	-2.4%	-7.9%	2.7%	-2.5%	-8.5%
O=C(COc1ccc(Br)cc1)OCCN1CCCCC1	-17.6%	10.2%	21.0%	30.0*	164.4%[activator]	-5.4%	0.2%	-6.6%	10.6%
O=C(CSc1nnc(Cc2ccccc2)o1)N1CCCC1	-25.1%	9.7%	0.0%	0.9	-0.7%	-20.8%	0.4%	-6.2%	-3.2%
C/C(=N\NC(=O)C(C)Nc1cccc(Cl)c1)c1ccc([N+](=O)[O-])cc1 (stereo not drawn)	u	x	-21.0%	0.5	1.0%	-7.3%	1.1%	u	-2.5%
Cc1nn(CC(=O)Nc2nnc(C(C)C)s2)c(=O)c2ccccc12	3.8%	-8.7%	9.9%	0.2	20.1%	-7.2%[60.1 µM]	-1.3%	-5.8%	-9.5%
CCc1ccc(CN(C)C(=O)C2CCC(=O)N(CCCN3CCCC3=O)C2)cc1 (stereo not drawn)	11.3%	4.6%	-54.5%	0.0	33.5%[activator]	0.2%	-5.8%	-6.4%	28.4%
O=C(COC(=O)c1ccccc1[N+](=O)[O-])Nc1nnc(-c2ccccc2)o1	x	4.4%	14.5%	-0.2	-6.3%	0.4%	x	x	11.6%
COc1cc(/C=N/n2cnnc2)ccc1OCc1ccc(C)cc1	-3.9%	2.0%	2.3%	-0.4	u	-3.7%	6.7%	-23.3%	6.4%
CC(C)NC(=O)c1ccc2c(c1)N(CC(=O)Nc1ccccc1F)C(=O)C(C)(C)O2	22.3%	1.3%	0.7%	-0.1	93.1%[activator]	-6.3%	-1.0%	-4.6%	-1.1%
S=C(NCc1ccco1)Nc1ccc(Cl)cc1Cl	1.3%	-2.4%	u	-0.6	-1.6%	-4.6%	1.8%	4.1%	4.8%
CCOc1cccc2sc(NC(=O)c3ccc(S(=O)(=O)N4CCCCC4)cc3)nc12	u	-4.7%	44.7µM*	0.4	14.9%	-13.8%[60.1 µM]	-4.1%	-5.2%	x
COc1ccc(C(=O)NC2CCN(CC(=O)NCc3ccccc3)CC2)cc1	-5.0%	-13.5%	-18.9%	-1.0	18.6%	7.0%	-4.5%	8.5%	56.0%[activator]
c1cncc(-c2cncnc2NC2CCNCC2)c1	x	x	7.94µM*	x	x	-6.7%[60.1 µM]	0.8%	x	8.2%
COc1ccc(/C=C/C(=O)Nc2cccc(S(=O)(=O)N3CCOCC3)c2)cc1OC	x	10.2%	u	-0.1	39.9%[activator]	-5.0%	x	x	35.1%
O=c1[nH]cc(-c2ccc(Br)cc2)n1Cc1ccccc1	12.4%	0.8%	11.4%	-0.6	5.6%	-4.6%	-7.6%	-16.8%	27.4%
O=C(Nc1ccccn1)C(=O)Nc1ccccn1	-10.6%	8.2%	-12.9%	0.5	18.5%	10.8%	-1.2%	3.9%	-1.4%
O=C(Nn1c(Cc2ccccc2)nc2ccccc2c1=O)c1c(O)c2cccc3c2n(c1=O)CCC3	0.7%	2.8%	-10.0%	0.3	36.6%[activator]	3.4%	-3.5%	2.7%	1.0%
NC(=O)CN(N=Nc1cccc([N+](=O)[O-])c1)c1cccc([N+](=O)[O-])c1	1.1%	-5.2%	-11.5%	0.2	-26.3%	-5.8%	-0.5%	-7.7%	6.5%
Nc1ccn(Cc2ccccc2F)n1	8.2%	-3.3%	4.2%	-0.3	81.9%[activator]	-2.5%	7.9%	-17.8%	-1.8%
O=[N+]([O-])c1ccc(Cl)c(S(=O)(=O)Nc2ccc3cn[nH]c3c2)c1	x	-22.3%	-3.8%	x	29.0%	-4.3%	x	x	20.0%
O=c1c(S(=O)(=O)c2ccc(Cl)cc2)cn(Cc2ccccc2)c2ccc(F)cc12	-17.8%	-2.0%	u	0.1	56.2%[activator]	-0.2%	-1.9%	-3.9%	-1.0%
Cc1noc(C)c1COC(=O)CCC(=O)c1ccc(F)cc1	0.0%	5.4%	7.1%	0.8	21.1%	-2.7%	-2.8%	-11.6%	-2.0%
C/C(=N\NC(=O)C(=O)Nc1cccc(Cl)c1)c1ccncc1	26.0%	-4.7%	-4.9%	0.1	39.8%[activator]	-11.1%	-5.0%	5.6%	3.2%
O=C(COCc1cc(-c2ccc3c(c2)OCO3)on1)NCc1ccc(F)cc1	7.9%	-7.6%	-19.0%	-0.5	-27.6%	5.9%	-1.9%	-2.7%	x
CCNC(=O)CCSc1nc(C)cc(C)n1	16.1%	u	u	0.6	61.9%[activator]	-14.0%	-4.7%	-4.4%	-0.2%
Cc1ccc(NC(=O)c2cc(S(=O)(=O)NCCc3ccccc3)ccc2F)cc1Cl	-10.6%	-3.0%	u	0.4	4.8%	-12.2%	-9.9%	u	-5.1%
Clc1cccc(OCCN2CCN(CCOc3cccc(Cl)c3)CC2)c1	23.5%	-0.3%	u	0.7	-3.2%	-2.0%	-2.8%	-8.9%	8.8%
COc1ccc(C)cc1S(=O)(=O)Nc1cccc(SC)c1	-20.2%	-0.2%	0.0%	-0.1	9.5%	-13.0%	-3.4%	-2.9%	1.2%
CCOC(=O)C1=C(C)NC2=C(C(=O)CCC2)C1c1cccs1 (stereo not drawn)	17.6%	-13.7%	-3.6%	0.7	0.4%	-4.6%	-6.6%	6.4%	-11.2%
COc1ccc(N(CC(=O)NC(C)C)S(=O)(=O)c2ccc(NC(C)=O)cc2)cc1	-1.0%	x	3.8%[57.4 µM]	1.3	-10.4%	-20.9%	-6.5%	-3.2%	1.0%
CCC(C)SCC(=O)Nc1ccc(S(=O)(=O)N2CCOCC2)cc1OC (stereo not drawn)	22.5%	2.1%	-5.3%	-0.7	12.9%	-17.3%	-9.0%	-3.2%	12.7%
COc1ccc(NS(=O)(=O)c2ccc(O)c(NS(=O)(=O)c3ccc(NC(C)=O)cc3)c2)cc1	x	-1.3%	-6.6%	x	32.4%[activator]	-1.0%	x	x	45.9%
Cc1nc2sccn2c(=O)c1Cl	25.6%	x	5.2%	0.8	26.2%	1.4%	-1.3%	-5.6%	-1.0%
COc1ccc(NC(=O)COc2cccc(-n3cnnn3)c2)cc1Cl	x	16.7%	-14.5%	-0.3	u	4.3%	x	x	31.4%
CC(C)CN(CCC(=O)O)CC(C)C	29.0%	-4.2%	-22.0%	1.1	5.6%	-8.0%	2.3%	-7.7%	9.7%
COc1cc(/C=N/NC(=O)c2ccncc2)ccc1OC(=O)c1cccc(Br)c1	23.5%	-4.8%	20.0%	0.1	9.4%	-1.9%	-13.5%	-5.2%	-5.9%
COc1ccc(NC(=O)/C(Cl)=C(/Cl)S(=O)Cc2ccccc2Cl)cn1 (stereo not drawn)	-0.5%	-3.3%	x	0.9	u	-7.2%	-2.1%	-10.3%	-3.3%
COc1ccc(NC(=O)Cn2c(=O)ccc3cc(S(=O)(=O)N4CCCC4)ccc32)cc1Cl	-6.4%	0.3%	-13.5%	1.0	24.6%	-1.1%[60.1 µM]	-0.8%	-9.8%	x

Bioassay records as filed in PubChem BioAssay.
